TTR transcr act = TTR transcription activators in neuroblastoma reporter cells, primary screen, cell-based, luminescence, SH-SY5Y, TTR promoter Gaussia luciferase. hit rate 1.3% among 92,000. 100% = recombinant luciferase protein wells. AID 1117267, 2014. activation, % at 16.7 µM;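 active = activation above the mean of all tested compounds plus 3 SD, cut at about 9.5% in these data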;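 note: cells exposed to compounds for one day before reading; 0% = median of all test compound wells on the plate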
Numbers without * were called inactive.

structure | TTR transcr act
O=C(NCCCn1ccnc1)c1ccc(Cl)c(S(=O)(=O)N2CCOCC2)c1 | -0.3
Cc1ccc(CN2CCC(c3nc4ccc(Cl)cc4[nH]3)CC2)cc1 | 1.1
c1ccc(-c2cnnc3ccccc23)cc1 | 2.8
Cc1cc(F)ccc1S(=O)(=O)Nc1c(C)n(C)n(-c2ccccc2)c1=O | -0.1
CC(C)c1nnc(NC(=O)c2cc3ccccc3o2)s1 | -0.3
CC(C)CN1CN2CCc3ccccc3C2CS1(=O)=O (stereo not drawn) | -1.0
CCOC(=O)C(=O)Nc1nccs1 | 1.4
O=S(=O)(c1cccc(NC(=S)N2CCN(c3cccc(Cl)c3)CC2)c1)C(F)F | -2.5
CCCC1=C(C(=O)OCC)C(c2sccc2C)n2ncnc2N1 (stereo not drawn) | -1.2
CCC(C(=O)NC1CCCC1)N(C(=O)Cn1nnc(-c2ccc(C)o2)n1)C(C)(C)C (stereo not drawn) | -0.1
O=[N+]([O-])c1ccc(Nc2nc(N3CCOCC3)nc(N3CCOCC3)n2)cc1 | 1.0
CCOC(=O)c1c(NC(=O)Nc2ccc(Cl)cc2)sc(C)c1C | 0.7
CCOC(=O)Cn1c(C)c(Br)c(=O)c2cccc(C)c21 | -0.2
CC(NC(=O)c1ccc(Br)cc1)C(=O)NC1=NCCS1 (stereo not drawn) | -1.6
CCc1c(C)nc2c(OC)cccc2c1Cl | 0.8
CCCOC(=O)c1ccc(OCC(O)Cn2c(C)nc3ccccc32)cc1 (stereo not drawn) | -5.0
O=C(NC12CC3CC(CC(C3)C1)C2)N1CCN(c2ccccn2)CC1 | -1.4
CC1CN(c2nc3ccccc3nc2C(C#N)C(=O)NCc2ccc3c(c2)OCO3)CC(C)O1 (stereo not drawn) | -0.2
CCOc1ccc(C(=O)NC(=S)Nc2ccc(N3CCCCC3)cc2)cc1[N+](=O)[O-] | 2.6
NNC(=O)[C@H](Cc1ccccc1)NC(=O)Nc1ccc2c(c1)OCCO2 | -0.1
O=S(=O)(NCc1ccccc1)NCc1ccccc1F | 3.0
C/C(=N\NC(=O)c1cccc(Br)c1)c1ccc(Br)cc1 | -0.8
Cc1nc2cc(Cl)c([N+](=O)[O-])cc2s1 | 7.6
Cc1nn(-c2ccccc2)nc1CNC(=O)CC(C)(C)C | -1.5
Cc1ccc(C(=O)NCCCNCCCNC(=O)c2ccc(C)nc2)cn1 | 2.0
O=C(NNC(=S)NCC1CCCO1)c1cccc(S(=O)(=O)N2CCOCC2)c1 (stereo not drawn) | -0.6
COCCNC(=O)Cn1nc(-c2ccccc2F)ccc1=O | 1.1
CSc1nnc(CCCCCNC(=O)OC(C)(C)C)o1 | 3.1
COC(=O)c1c(C)[nH]c(C=Nc2ccc(OC)cc2)c1C | 0.5
O=C(Nc1ccccc1Cl)c1cc(C2CCCN(C(=O)c3cccc(O)c3)C2)on1 (stereo not drawn) | -1.6

The closing 4 entries of the part above lead into the next:
structure | TTR transcr act
COCCNC(=O)Cn1nc(-c2ccccc2F)ccc1=O | 1.1
CSc1nnc(CCCCCNC(=O)OC(C)(C)C)o1 | 3.1
COC(=O)c1c(C)[nH]c(C=Nc2ccc(OC)cc2)c1C | 0.5
O=C(Nc1ccccc1Cl)c1cc(C2CCCN(C(=O)c3cccc(O)c3)C2)on1 (stereo not drawn) | -1.6
Oc1cccc2c3c(oc12)CCCC3 | 0.1
COc1ccc(/C=C/C(=O)OCC(=O)N2CCN(S(=O)(=O)c3ccc(C)cc3C)CC2)cc1OC | 0.2
Cn1cnnc1SCC(=O)Nc1ccc(Cl)c(S(=O)(=O)N2CCOCC2)c1 | -0.7
Cc1[nH]c2ccccc2c1C(=O)C(=O)N1CC(C)OC(C)C1 (stereo not drawn) | 2.4
CC(=O)c1cccc(OCC(=O)c2cc(C)n(-c3cc(C)on3)c2C)c1 | -3.1
Oc1cccc(C(Nc2nccs2)c2ccc3cccnc3c2O)c1 (stereo not drawn) | -0.6
O=C(NCCc1ccc(Cl)cc1)c1cnc2n(c1=O)CCS2 | -1.0
O=C(O)c1cc(Br)ccc1NS(=O)(=O)c1cccc2nsnc12 | 1.3
C[C@@H]1CN([C@H](C)CO)C(=O)c2cc(Br)cnc2O[C@@H]1CN(C)Cc1ccc(F)cc1 | -1.2
CSc1ccc(C#N)cc1NC(=O)c1ccccc1C | 2.2
O=C(COC(=O)CNC(=O)c1ccccc1)Nc1ccc(Cl)cn1 | -0.4
CCc1nc2c(OCCC3CCCCC3)cccn2c1N(C)C(=O)c1ccccc1F | -1.5
COc1cc(C2C3C(=O)N(c4ccccc4)C(=O)C3ON2c2ccccc2)ccc1O (stereo not drawn) | -1.7
COc1cccc(OC)c1OCc1cc(C2C3CCCC=C3C(C#N)=C(N)C2(C#N)C#N)c(C)cc1C (stereo not drawn) | -0.2
Cn1c(=O)c2c(nc(NCc3cccnc3)n2Cc2cccc(C(F)(F)F)c2)n(C)c1=O | -1.2
Cc1cc(CCNC=O)c(C)c2c1sc1ccccc12 | 3.6
CC1(C)CC(CC(=O)O)(c2ccc(F)cc2)CCO1 (stereo not drawn) | 0.4
Cc1cccc(NC(=S)N(CCN(C)C)Cc2cccs2)c1 | 0.7
N#Cc1c(-c2ccccc2)c(-c2ccccc2)n(Cc2ccco2)c1NC(=O)c1cccs1 | 0.2
CC(CCc1ccco1)NC(=O)c1cc2c(-c3ccccc3F)nn(C)c2s1 (stereo not drawn) | -1.4
CN(C)c1oc(-c2ccccc2Cl)nc1P(=O)(c1ccccc1)c1ccccc1 | -1.6
O=C(Nc1cccc(Cl)c1)OCCOc1ccccc1 | -0.8
O=C1C2C3C=CC([C@@H]2C(=O)N1Cc1cccnc1)C31CC1 (stereo partly drawn) | 5.9
CN(C)/C=C1\SC(=S)N(c2ccc(F)cc2)C1=O | -0.7
COc1ccc(C(=O)COC(=O)COc2cc(C)cc(C)c2)cc1 | -1.5
CCN(CC)S(=O)(=O)c1cc([N+](=O)[O-])ccc1N=Nc1c(O)[nH]c2ccccc12 | -1.5
CN(C)CCCNC(=O)/C(=C\c1ccc(-c2cccc([N+](=O)[O-])c2)o1)NC(=O)c1ccccc1 | -0.3
Cc1cccc(Cn2cc(COC(=O)NCCc3ccccc3)nn2)c1 | -0.2
Fc1ccc(NC(=S)NC2CC3CCCC(C2)N3Cc2cccs2)cc1 (stereo not drawn) | 1.1
O=C(Nc1ccc(NC(=O)c2ccccc2)c2ccccc12)c1ccccc1 | -1.4

Two records drawn at random from those above, as already listed:
structure | TTR transcr act
Cc1cccc(NC(=S)N(CCN(C)C)Cc2cccs2)c1 | 0.7
CSc1ccc(C#N)cc1NC(=O)c1ccccc1C | 2.2

Remaining list, next part:
structure | TTR transcr act
CCc1nnc(NS(=O)(=O)c2ccc(NC(=O)c3cccc4ccccc34)cc2)s1 | 0.4
CCCCCCC(=O)Nc1ccc(Br)cn1 | 0.1
CCCNC(=O)CCc1cc(C(C)(C)C)c(O)c(C(C)(C)C)c1 | 0.5
CCCCOC(=O)C1=C(C)NC(=O)NC1c1ccccc1 (stereo not drawn) | -0.6
COCCN1C(=O)C(=O)/C(=C(/O)c2cccc(OC)c2)C1c1ccco1 (stereo not drawn) | -1.5
COC(=O)[C@@]1(Cc2ccc(F)cc2)[C@H]2c3cc(C(=O)N(C)C)n(CC4CC4)c3C[C@H]2CN1C(=O)c1ccccc1 | -0.9
CCCc1[nH]nc2c1C(c1ccncc1)C(C#N)=C(N)O2 (stereo not drawn) | 2.7
O=C(NCCc1ccc(Cl)cc1)Nc1ccc(Cl)cc1 | -0.8
COc1ccc(OC)c(NC(=O)C23CC4CC(C2)CC(n2cnc(Br)n2)(C4)C3)c1 | 0.3
CCOC(=O)N1CCN(C(=O)C2CC(=O)N(c3ccccc3)C2)CC1 (stereo not drawn) | -0.3
Cc1cc(C)nc(-n2ncc3c2CC(c2ccccc2)CC3=O)n1 (stereo not drawn) | 2.0
CN(C1CCCCC1)S(=O)(=O)c1ccc(NC(=O)c2ccc(Br)o2)cc1 | -0.9
COc1ccc(/C=N/Nc2nnc(Cc3ccc(OC)c(OC)c3)c(=O)[nH]2)cc1OC | -0.2
COc1cc(Cn2nnc3ccccc32)ccc1O | -0.3
O=C(NC1CCCC1)C1c2ccccc2OCC(=O)N1CC(F)(F)F (stereo not drawn) | -1.5
O=C(CSc1nccn1-c1ccc(Cl)cc1)N1CCCc2ccccc21 | 2.9
O=C(N/N=C/c1ccccn1)c1ccc([N+](=O)[O-])cc1Cl | 0.6
CC(C)OC(=O)c1ccc(NC(=O)c2cncc(Br)c2)cc1 | -2.1
N#Cc1c(N)nc(Sc2ccc(Cl)cc2)c(C#N)c1-c1ccccc1Cl | -4.2
CCOc1ccc2[nH]c(=O)c(CN(Cc3nnnn3Cc3ccco3)C3CCCCC3)cc2c1 | -3.0
CCc1nc2c(OCc3ccc(OC(F)F)cc3)cccn2c1N(C)C(=O)c1cccs1 | -2.1
O=C(COC(=O)c1ccccn1)Nc1cccc(Cl)c1Cl | 1.5
CSc1nc(NC(C)(C)C)nc(N2CCOCC2)n1 | -1.5
CC(=O)c1cccc(NC(=O)COC(=O)COc2ccccc2C)c1 | 0.5
c1ccc(C2=NN(c3ccccc3)CC2)cc1 | 0.8
COC(=O)c1c(C)nn(-c2ccccc2)c1N | -1.1
CCOC(=O)C1CN(S(=O)(=O)c2ccccc2)CCN1S(=O)(=O)c1ccccc1 (stereo not drawn) | -0.7
Cc1ccc2[nH]c(=O)c(CN(CC3COCCO3)C(=O)Nc3ccccc3F)cc2c1 (stereo not drawn) | -1.1
CCCCCCCCn1c(=O)c(C(=O)OC)c(N)c2ccccc21 | -4.9
CC1CCN(C(=S)SCc2nc(N)nc(Nc3ccccc3)n2)CC1 | 0.2

Three entries out of the list above, sorted by the value under TTR transcr act, high to low.
structure | TTR transcr act
COc1ccc(/C=N/Nc2nnc(Cc3ccc(OC)c(OC)c3)c(=O)[nH]2)cc1OC | -0.2
COC(=O)c1c(C)nn(-c2ccccc2)c1N | -1.1
CCCCCCCCn1c(=O)c(C(=O)OC)c(N)c2ccccc21 | -4.9

New compounds follow.
structure | TTR transcr act
CC(Oc1ccc(Cl)cc1Cl)C(=O)N/N=C1\CCCc2ccccc21 (stereo not drawn) | -1.0
OCCC1CN(Cc2ccccc2-c2ccco2)CCN1Cc1ccsc1 (stereo not drawn) | 2.7
C/C(=N/NC(=O)CNC(=O)C1COc2ccccc2O1)c1cccc(O)c1 (stereo not drawn) | -1.1
c1c(C2CCCCC2)n[nH]c1CN1CCCCC1 | -0.8
O=C(Nc1c(F)cc(F)cc1Br)C1CCCO1 (stereo not drawn) | 1.8
O=S(=O)(NCCc1ccccc1)c1ccccc1 | 0.1
CCC(C)(C)n1nnnc1C(C(C)C)N1CCN(C)CC1 (stereo not drawn) | 0.5
OCC1OC(n2ccc3c2ncn2ncnc32)C(O)C1O (stereo not drawn) | 0.5
FC(F)(F)c1ccnc(Oc2ccc(C3=NCCS3)cc2)c1 | -5.5
O=C(Cc1ccc([N+](=O)[O-])cc1)Nc1cccc(C(F)(F)F)c1 | -0.4
Cc1ccc(COc2ccc(/C=N/O)cc2)cc1 | 0.4
C[C@H](CO)N1C[C@H](C)[C@H](CN(C)S(=O)(=O)c2ccc(Oc3ccccc3)nc2)OCc2cnnn2CCCC1=O | 2.5
O=[N+]([O-])c1ccc(/C=N/NS(=O)(=O)c2ccc(Cl)cc2)o1 | 8.2
CC(=O)Nc1sc(N/N=C\c2ccco2)nc1-c1cccs1 | 1.7
O=C(CCn1ccnc1)Nc1ccc2ccccc2c1 | 0.9
O=C(NCCCCO)c1ccc2c3c(cccc13)CC2 | 2.2
C=C(C)Cn1c(NCCC)nc2c1c(=O)n(C)c(=O)n2C | 1.5
Cc1cc(C)c(-c2cc(NC(=O)COC(=O)c3ccc(C#N)cc3)n(-c3ccccc3)n2)cc1C | 2.2
CCN=C1S/C(=C\c2cc(Br)ccc2OCC(=O)OCC)C(=O)N1CC | -1.4
O=C(CN1C(=O)CSc2ccc(C(F)(F)F)cc21)Nc1ccccc1 | 3.8
Cc1cccc(N(C(=O)CCC(=O)Nc2nccs2)C(C(=O)NC(C)(C)C)c2ccc(O)cc2)c1 (stereo not drawn) | -2.2
O=C(NCc1cccnc1)c1ccccc1NC(=O)c1c(F)cccc1F | 3.0
COC(=O)CSc1[nH]c2ccc(F)cc2c1[N+](=O)[O-] | 4.6
COc1nc(NCc2cccnc2)nc(OC)n1 | 1.8
CCOc1cc(C(=O)NCc2ccc(F)cc2)ccc1OCC(=O)N1CCCCC1 | 2.8
Cc1ccc(-n2c(-c3ccncc3)n[nH]c2=S)c(C)c1 | 1.6
O=C(CSc1nnc(COc2ccccc2)n1Cc1ccco1)Nc1ccc2c(c1)OCCO2 | 2.8
Cn1c(SCC(=O)C(C)(C)C)nnc1-c1ccncc1 | -1.1
O=C(NCc1ccccc1C(F)(F)F)c1cccc2c1C(=O)c1ccc(N3CCCCC3)cc1S2(=O)=O | 2.0
CCn1ncc(C(=O)Nc2ccc([N+](=O)[O-])cc2OC)c1C | -0.8

A few values from the entries so far:
TTR transcr act with `c1ccc(C2=NN(c3ccccc3)CC2)cc1` : 0.8
TTR transcr act with `Cn1c(=O)c2c(nc(NCc3cccnc3)n2Cc2cccc(C(F)(F)F)c2)n(C)c1=O` : -1.2
TTR transcr act with `N#Cc1c(-c2ccccc2)c(-c2ccccc2)n(Cc2ccco2)c1NC(=O)c1cccs1` : 0.2

The list continues.
structure | TTR transcr act
Cc1ccc(S(=O)(=O)c2c(C)cc(C)nc2Oc2cccc(C)c2C)cc1 | -0.5
Cc1ccc(C)c(NC(=O)CC2Sc3ccccc3NC2=O)c1 (stereo not drawn) | 1.0
CCOc1ccc(Oc2ccc(C(F)(F)F)cc2NC(=O)C2=COCCO2)cc1 | -0.5
O=C(Cc1cccs1)NCCN1CCOCC1 | 4.5
CCOc1ccccc1NC(=O)N1CCCC(c2nc(-c3ccc(C)o3)no2)C1 (stereo not drawn) | 0.7
COc1ccc(CCC(=O)Nc2ccc(Cl)c(S(=O)(=O)N3CCCC3)c2)cc1 | -2.4
CCOC(=O)[C@]12CCCC=C1N(Cc1ccc(OC)cc1)C(=O)[C@@H]2CC(=O)NCc1cccs1 | 4.9

Compound activity as filed in PubChem.

The list is partial. The share of hits here may be higher or lower than overall.
